Polio RdRp inh – inhibitors of poliovirus RNA polymerase binding and polymerization. % elongation, % (compound at 16.7 µg/mL). 0.66% of 150,000 active. poliovirus polymerase elongation, fluorescence polarization; hits give low values; in the data active = % elongation below about 90%; note: some results filed as inactive read as strong as hits
Target sequence (P03300 1749-2209 limits assumed): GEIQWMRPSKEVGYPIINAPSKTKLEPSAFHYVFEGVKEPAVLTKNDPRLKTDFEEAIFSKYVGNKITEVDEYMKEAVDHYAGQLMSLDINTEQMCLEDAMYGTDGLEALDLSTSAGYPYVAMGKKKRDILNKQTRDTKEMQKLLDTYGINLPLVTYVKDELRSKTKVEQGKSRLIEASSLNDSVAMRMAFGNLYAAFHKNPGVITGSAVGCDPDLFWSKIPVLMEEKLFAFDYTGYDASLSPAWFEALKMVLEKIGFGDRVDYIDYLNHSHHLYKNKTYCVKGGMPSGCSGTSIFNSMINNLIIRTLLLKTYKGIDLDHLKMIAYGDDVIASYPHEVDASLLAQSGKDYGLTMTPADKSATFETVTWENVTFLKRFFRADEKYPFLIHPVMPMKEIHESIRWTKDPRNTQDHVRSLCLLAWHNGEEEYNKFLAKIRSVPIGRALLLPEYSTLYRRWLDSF
Polio RdRp inh FP z-score – further read-out of Polio RdRp inh, marked with its call; z-score; measured here: FP z-score; hits read low
* hit, by the source's call. The list is partial; the hit share may differ from the screen's.

SMILES	Polio RdRp inh	Polio RdRp inh FP z-score
CC(=O)OC[C@H]1O[C@@H](NC(=S)NN)[C@H](OC(C)=O)[C@@H](OC(C)=O)[C@@H]1OC(C)=O	103	0.3
NS(=O)(=O)c1ccc(CCNC(=O)CC(c2ccccc2)c2ccccc2)cc1	107	0.5
Cc1ccc(CNC(=O)CN2C(=O)C3(SCC(=O)N3c3ccc(F)cc3)c3ccccc32)cc1 (stereo not given)	103	-0.1
CCOC(=O)c1c(-c2ccc(C)cc2)csc1NC(=O)c1cc(-c2ccc(Cl)cc2)on1	102	-1
CCOC(=O)c1ccc(NC(=O)CC2C(=O)OCC3CCCCN32)cc1 (stereo not given)	99	0.2
CCOc1ccc(-c2nc(Cn3c(=O)cc(C)c4c(C)nn(-c5ccc(C)cc5)c43)c(C)o2)cc1	112	1.3
CCOc1ccccc1C(=O)OCCN1CCCC1=O	99	-1.6
O=C(NC1CCCCCC1)c1ccc(Cl)c(S(=O)(=O)N2CCOCC2)c1	105	1.2
CCOC(=O)c1ccccc1NC(=O)NCc1noc2ccc(C)cc12	102	0
COc1ccc(NC(=O)c2ccc(Cl)c(S(=O)(=O)N3CCc4ccccc4C3)c2)cn1	102	-0.1
CCCCCOc1ccc(NC(=O)Cn2c(-c3nonc3N)nc3ccccc32)cc1	101	-0.3
Cc1ccc(NC(=O)c2cccn2-c2nnc(N3CCCCC3)s2)cc1Cl	95	-2.4
Cc1cccc(N2CCN(C(=O)CCC(=O)N3CCOc4ccc(Cl)cc43)CC2C)c1 (stereo not given)	103	-0.1
CCc1ccc(CNC(=O)CCC(=O)n2ncc3ccccc32)cc1	105	0.8
COC(OC)c1[nH]c(=S)ncc1C(=O)O	103	0.4
CCOC(=O)c1ccc2c(c1)N(CC)C(=O)c1ccccc1S2	102	0.7
Cc1nc2ccn(Cc3ccco3)c(=O)c2cc1C(=O)N1CCN(c2ccccc2F)CC1	99	-1.3
CC(=O)Nc1ccc2[nH]c(C)c(C)c2c1	102	0.1
Cc1ccc(C(=O)c2oc3ccccc3c2NC(=O)c2cc(-c3ccccc3)on2)cc1F	108	0.2
Cc1c(Cl)cccc1NC(=O)CCS(=O)(=O)c1ccc2c(c1)oc(=O)n2C	106	-0.5
CCOc1ccc(N2CC(NC(=O)c3ccc4c(c3)OCO4)CC2=O)cc1 (stereo not given)	112	1
Cc1ccccc1OCCn1c(=S)[nH]c2ccccc21	103	0.5
Cc1cc(NC(=O)CN2CCC(C)CC2)nc2c1c(=O)oc1ccccc12	117	1.3
COC(=O)/N=C/c1c(NCc2ccccc2)nc2c(C)cccn2c1=O	103	0.1
COc1ccccc1Cn1c(=S)[nH]c2cc(C(=O)NCCN3CCOCC3)ccc2c1=O	100	-0.8
O=C(O)CCc1ccc(-c2ccccc2)n1CCC(=O)O	101	0
O=C(COC(=O)C12CC3CC(CC(Cl)(C3)C1)C2)c1ccccc1	101	-0.4
O=C(c1ccno1)c1cc(F)ccc1O	100	-0.4
COc1cc(CNCc2ccco2)cc(Cl)c1OC	100	-0.5
CCOc1ccc(CNC(=O)c2ccc(CSc3nc4ccncc4n3Cc3ccc(F)cc3)cc2)cc1	107	-1
CN(Cc1cccs1)C(=S)SCCO	95	-0.8
O=C(C(F)F)N(Cc1ccccc1)Cc1ccccc1	102	0.1
CC1CC(C)CN(c2ncnc3c2cnn3C)C1 (stereo not given)	99	-0.6
O=c1[nH]c(CN2CCN(CCO)CC2)nc2ccccc12	100	-0.4
Cc1ccc(-c2cc(C(F)(F)F)n3nc(C(=O)NCC45CC6CC(CC(C6)C4)C5)cc3n2)cc1	101	-0.2
O=C(CCn1c(=O)c2ccccc2n(CC(=O)Nc2ccccc2)c1=O)NCCc1ccccc1	101	-0.1
O=C(/C=C/c1ccc2ccccc2n1)N1CCN(S(=O)(=O)c2ccc3c(c2)OCCCO3)CC1	107	0.5
CC(C)c1ccc(S(=O)(=O)c2cnc(SCC(=O)Nc3cccc(C(F)(F)F)c3)nc2N)cc1	110	0.8
C=CCn1c(=N)n(CC(=O)c2ccc(OC)cc2)c2ccccc21	101	0
CC(=O)c1ccc(NC(=O)CSc2nnc(-c3ccncc3)n2-c2ccccc2)cc1	104	-0.1
O=c1nc(-c2ccc(Cl)cc2)oc2ccccc12	105	0.8
O=C(CN1CCc2ccccc21)Nc1scc2c1c(=O)oc1ccccc12	108	0.7
Cc1cc(C)cc(S(=O)(=O)c2cn(C)c3cc(N4CCCC4)c(F)cc3c2=O)c1	116	2
CSc1nc2cc(F)c(F)cc2n1C	101	0.2
CC1CCc2nc(NC(=O)Nc3cccnc3)sc2C1 (stereo not given)	99	-0.5
Cc1noc2ncnc(N3CCN(c4cccc(C(F)(F)F)c4)CC3)c12	102	-0.1
O=C(O)c1ccc(CSc2nc3cccnc3n2Cc2cccc(F)c2)cc1	108	-0.5
Cc1ccc(NC(=O)c2[nH]c3c(c2C)C(=O)CC(c2ccc(C(C)(C)C)cc2)C3)cc1C (stereo not given)	101	-0.1
Cc1ccc(CC(=O)NC(C)C2CCCO2)cc1 (stereo not given)	101	-0.5
CCOCCCn1c(CC(N)=O)n[nH]c1=S	106	0.3
CCc1ccc(N2Cc3ccccc3C2=N)cc1	103	0.8
CC(C)OC(=O)Cn1c(C2CC2)nc2ccccc2c1=O	101	-0.1
O=C1NNC(c2ccccc2)=N/C1=C\c1ccc(Cl)cc1	101	0
CCOC(=O)Cc1cc(=O)[nH]c(/N=C(\N)Nc2ccc(C)cc2C)n1	105	0.8
CCCc1cc2c(c(NC(C)=O)n1)c(=O)oc1ccccc12	107	0.5
O=C(Nc1ccc2nc(SCc3ccccc3)sc2c1)c1cccc(F)c1	108	0.3
Cc1cc(C)cc(OCCSc2nc3ccc(NC(=O)COc4ccccc4)cc3s2)c1	109	0.4
Cc1ccc(-c2nn3c(-c4ccccc4)nnc3c3ccccc23)cc1	108	0.5
CC(=O)Nc1ccc(S(N)(=O)=O)cc1	103	0.8
CCn1cc2nc(SCC(=O)Nc3ccccc3C(F)(F)F)n(Cc3ccc(C)cc3)c(=O)c2n1	104	-0.6

(listing goes on)
SMILES	Polio RdRp inh	Polio RdRp inh FP z-score
Cc1ccc(-c2nc(C)sc2CC(=O)NC2=NCCS2)cc1	98	-0.5
Cc1ccc(-c2noc(CCC(=O)NCCN3CCN(c4cccc(Cl)c4)CC3)n2)cc1	102	0.2
Cc1ccc2c(COC(=O)CN3C(=O)C4CC=CCC4C3=O)cc(=O)oc2c1 (stereo not given)	103	0.1
CCc1ccccc1NC(=O)c1ccc2[nH]c(C)c(C)c2c1	115	0.6
COc1ccc(NC(=O)C2CCN(S(=O)(=O)c3ccc4[nH]c(=O)ccc4c3)CC2)cc1Cl	107	0
COc1ccc(CCN2C(=O)c3oc4ccc(F)cc4c(=O)c3C2c2ccc(C(C)(C)C)cc2)cc1 (stereo not given)	105	0.1
CCSc1nnc2n(Cc3ccccc3OC)c(=O)c3ccccc3n12	100	-0.4
COc1ccc(C(=O)COC(=O)c2ccc3c(=O)n4c(nc3c2)CCCCC4)c(OC)c1	106	0.5
CCOc1ccc(NC(=O)Cn2cccc2)cc1	102	0.1
Cc1nc2ccc(S(=O)(=O)CCC(=O)Nc3ccc(Cl)cc3)cc2s1	108	0.3
COC(=O)C1=C(C)N(C(C)C)C(=O)C1(NC(=O)C1CCCCC1)C(F)(F)F (stereo not given)	97	-0.9
CCOC(=O)c1cnc2ccc(Br)cc2c1NCCN1CCOCC1	107	0.7
COc1ccc(C)cc1NC(=O)CSc1nc2ccccc2nc1N1CCOCC1	107	0.4
Cc1ccc(NC(=O)c2nnn(CC(=O)Nc3ccc(C)c(Cl)c3)c2N)c(C)c1	110	0.5
CC(NC(=O)Nc1ccccn1)N1C(=O)C2C3C=CC(C3)C2C1=O (stereo not given)	100	-0.5
Cc1ccc(C)c(NC(=O)CCCN2C(=O)C(c3ccccc3)Oc3cccnc32)c1 (stereo not given)	109	0.4
COC(=O)c1sccc1N/N=C1\C(=O)c2ccccc2N(C)S1(=O)=O	102	-0.1
CCOc1ccc(C(c2c(O)cc(C)n(CCOC)c2=O)N2CCN(c3ccccc3)CC2)cc1 (stereo not given)	111	0.5
O=C(COc1ccccc1)Nc1nc2cc3c(cc2s1)OCO3	96	-1.1
Cc1cc(C)c2[nH]c(=O)c(NC(N)=S)nc2c1	101	0
CC(=O)n1c2ccccc2c2c(-c3ccccc3)c(N3CCOCC3)sc21	102	0.1
C=CCn1c2ccccc2c2nnc(SCCC(=O)O)nc21	102	-0.1
Cc1ccc(C)c(C(=O)NCC(C)C)c1	101	0
CCc1cccc(NC(=O)c2cc3c(=O)n(Cc4ccccc4)ccc3nc2C)c1	109	0.6
Cc1nc(SCc2ccc(C(F)(F)F)cc2)c2c(=O)n(C)c(=O)n(C)c2n1	103	0.6
COc1cccc(Cc2nc3ccccc3nc2SCC(=O)Nc2cccc(C)c2)c1	114	1.8
c1ccc(CNc2ccc(-c3nc4ncccc4o3)cc2)nc1	103	0.5
CCOC(=O)c1ccccc1NC(=O)c1nc(-c2ccc(C)cc2)n2c1CCCCC2	99	-0.7
Cn1c(O)c(C=NC2CCCCCC2)c(=O)[nH]c1=S	99	-0.5
Cn1c(Cc2cccs2)nnc1SCC(=O)N1CCNC1=O	97	-0.7
CCOC(=O)C1CCN(c2ncnc3sccc23)CC1	109	1.4
O=C(OCN1C(=O)c2ccccc2C1=O)c1ccc2c(=O)n3c(nc2c1)CCC3	106	0.6
COC(=O)c1sc2ncccc2c1O	99	-0.2
Cc1nc2ccccc2c(=O)n1-c1cccc(O)c1	106	1.3
CCOc1ccc(NC(=O)CC2C(=O)N(c3ccccc3)C(=O)N2CCc2sccc2C)cc1 (stereo not given)	107	0.3
CCN(CC)C(=O)CSc1nnc(-c2cccnc2)n1-c1ccccc1	101	0.6
COc1ccc(C/C(N)=N/OC(=O)Cc2ccccc2)cc1	102	0.1
CCn1c(O)c(N=N)c2ccccc21	100	0.1
CCOC(=O)C(C#N)C(c1ccc(F)cc1)c1ccco1 (stereo not given)	107	1.7
CSc1ccccc1NC(=S)NC1CC1	104	0.3
CCOc1ccc2nc(SCC(=O)N3CCOCC3)sc2c1	110	0.8
O=C(NCc1cccnc1)C1c2ccccc2C(=O)N1Cc1ccco1 (stereo not given)	100	0
COc1ccc(-c2cc(C(=O)NCCc3ccccc3)c3c(-c4ccccc4)[nH]nc3n2)cc1	112	0.4
COc1ccc(CCNC(=O)CSc2nc3c(cnn3-c3ccc(Cl)cc3)c(=O)[nH]2)cc1OC	101	0.3
O=C(Nc1c[nH]c(=O)[nH]c1=O)c1cccc(N2C(=O)CCC2=O)c1	102	0.1
CCc1ccc(NC(=O)CN(C(=O)N2CCN(CC)CC2)S(=O)(=O)c2ccc(C)cc2)cc1	103	0.2
Cc1nnc(C)n1/N=C/c1ccc(Cl)c(Cl)c1	103	0.7
CCCCC(=O)Nc1ccc2[nH]c(=O)oc2c1	101	0.1
CC(=O)n1nc(-c2cccnc2)nc1NCc1ccco1	102	0.2
CC(C)[C@H](O)CC[C@@H](C)[C@H]1CC[C@H]2[C@@H]3CC=C4C[C@@H](O)CC[C@]4(C)[C@H]3CC[C@]12C	102	0.3
CC(C)(O)c1nnn(Cc2ccccc2)c1C(C)(C)O	102	-0.1
Cc1ccc(Cl)cc1N1CCN(C(=O)c2cc3c(=O)oc4ccccc4c3s2)CC1	105	0.1
O=C(O)c1ncoc1-c1cccc(Cl)c1	100	-0.5
CN1C(c2ccccc2)CC(=O)CC1c1ccccc1 (stereo not given)	105	0.2
CCN(C(=O)Cn1c(=O)n(CCCS(=O)(=O)C2CCCCC2)c(=O)c2ccccc21)c1cccc(C)c1	104	-1.1
COc1ccc(NC(=O)c2ccc(CSc3ccccn3)cc2)cc1	109	0.6
O=C(COCC(=O)c1ccccc1)Sc1nc2ccccc2s1	104	0.1
Cc1ccc(CCNC(=O)CCCn2c(=O)c3ccccc3n(CC(=O)Nc3cc(Cl)ccc3C)c2=O)cc1	108	0.7
CCOC(=O)c1cc2c(=O)n3ccccc3nc2n(Cc2ccco2)c1=NC(=O)c1ccc(OCC)cc1	98	-2.1
O=c1c(Cc2ccccc2)c(O)c2cccc3c4ccccc4n1c23	100	-0.5
COc1cc(C(C)(C)C)c(OC)cc1C(C)(C)C	102	-0.2
CCCn1nnnc1NCc1ccc(F)cc1	104	0.6

Molecules shown so far that contain an aryl thioether with sulfur outside any ring (19):
SMILES	Polio RdRp inh	Polio RdRp inh FP z-score
CCOc1ccc(CNC(=O)c2ccc(CSc3nc4ccncc4n3Cc3ccc(F)cc3)cc2)cc1	107	-1
CC(C)c1ccc(S(=O)(=O)c2cnc(SCC(=O)Nc3cccc(C(F)(F)F)c3)nc2N)cc1	110	0.8
CC(=O)c1ccc(NC(=O)CSc2nnc(-c3ccncc3)n2-c2ccccc2)cc1	104	-0.1
CSc1nc2cc(F)c(F)cc2n1C	101	0.2
O=C(O)c1ccc(CSc2nc3cccnc3n2Cc2cccc(F)c2)cc1	108	-0.5
O=C(Nc1ccc2nc(SCc3ccccc3)sc2c1)c1cccc(F)c1	108	0.3
Cc1cc(C)cc(OCCSc2nc3ccc(NC(=O)COc4ccccc4)cc3s2)c1	109	0.4
CCn1cc2nc(SCC(=O)Nc3ccccc3C(F)(F)F)n(Cc3ccc(C)cc3)c(=O)c2n1	104	-0.6
CCSc1nnc2n(Cc3ccccc3OC)c(=O)c3ccccc3n12	100	-0.4
COc1ccc(C)cc1NC(=O)CSc1nc2ccccc2nc1N1CCOCC1	107	0.4
C=CCn1c2ccccc2c2nnc(SCCC(=O)O)nc21	102	-0.1
Cc1nc(SCc2ccc(C(F)(F)F)cc2)c2c(=O)n(C)c(=O)n(C)c2n1	103	0.6
COc1cccc(Cc2nc3ccccc3nc2SCC(=O)Nc2cccc(C)c2)c1	114	1.8
Cn1c(Cc2cccs2)nnc1SCC(=O)N1CCNC1=O	97	-0.7
CCN(CC)C(=O)CSc1nnc(-c2cccnc2)n1-c1ccccc1	101	0.6
CSc1ccccc1NC(=S)NC1CC1	104	0.3
CCOc1ccc2nc(SCC(=O)N3CCOCC3)sc2c1	110	0.8
COc1ccc(CCNC(=O)CSc2nc3c(cnn3-c3ccc(Cl)cc3)c(=O)[nH]2)cc1OC	101	0.3
COc1ccc(NC(=O)c2ccc(CSc3ccccn3)cc2)cc1	109	0.6

Source: PubChem (ICCB-Longwood Screening Facility, Harvard Medical School)
